# Bioassay records as filed in PubChem.
# BLM inh: inhibitors of human Bloom syndrome helicase BLM | P54132 | recombinant BLM DNA unwinding, fluorescence dequenching | Potency, µM (highest dose often 56.1 µM), without a hit: at the highest dose activity change, negative = inhibition, hits mostly inhibitors | 350,000 tested, 0.2% active | AID 2528;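 note: plate controls were vehicle for no effect and no enzyme for full effect; nearly all actives have a fitted effect of over 35% in size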
# Pol beta inh: DNA polymerase beta (human) inhibition; 340,000 tested, 1.3% active; Pol beta primer extension/strand displacement, fluorescence kinetic; Potency, µM (series often up to 114 µM), for inactives: at the highest dose activity change, negative = inhibition, most hits filed as inhibitors; P06746; note: % is set by controls: 0 for no effect and ±100 for the full control effect
#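 Human Pol beta at 10 nM; strand-displacement substrate 50 nM final. Compound exposure 15 min at room temperature before start, reaction 10 min at room temperature.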
# BAZ2B block: inhibitors of human BAZ2B bromodomain. AlphaScreen BAZ2B-H3K14Ac peptide displacement. Potency, µM (series often up to 114 µM), for the others: at the top dose activity change, negative = inhibition, most hits filed as inhibitors. 360,000 tested, 4.4% active. AID 504333; note: % is set by controls: 0 for no effect and ±100 for the full control effect; nearly all actives have a fitted effect of over 60% in size
#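 Protein-peptide AlphaScreen: BAZ2B 50 nM, b-H3K14Ac 50 nM, 1x PBS pH 7.4 + 0.01% Tween-20. Preincubation 30 min RT; cpd 30 min RT (top 110 uM); beads 20 min RT, light-protected.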
# Pol kappa inh: blocks human DNA polymerase kappa activity | Q9UBT6 | purified Pol kappa, fluorescent DNA synthesis assay, 10 min | Potency, µM (highest dose often 107 µM), inactives show at the highest dose activity, negative = inhibition, most hits filed as inhibitors | 400,000 tested, 0.53% active | AID 588579; note: % is set by controls: 0 for no effect and ±100 for the full control effect
#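 Here, compound and 10 nM enzyme are combined for 15 min at room temperature; adding 50 nM substrate (final) starts DNA synthesis, tracked by fluorescence at 0 and 10 min against buffer-only wells.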
# G9a inh: inhibitors of human histone lysine methyltransferase G9a | Potency, µM (series often up to 102 µM), for inactives: top-dose activity, negative = inhibition, actives largely listed as inhibitors | 350,000 tested, 8.8% active | G9a H3K9 monomethylation, AlphaScreen, 2 h; note: % is set by controls: 0 for no effect and ±100 for the full control effect; nearly all actives have a fitted effect of over 75% in size
#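 Methyltransferase reactions run at room temperature for 2 h (20 nM enzyme, 500 nM biotin-H3K9 peptide, 20 uM SAM) after a 15 min compound preincubation; product detected by AlphaScreen beads and anti-H3K9me1 antibody.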
# POLI inh: DNA polymerase iota (human) inhibition; Pol iota fluorescent replication assay, 10 min; Potency, µM (titrated, usually from 115 µM), for the others: at the top dose activity, negative = inhibition, usual class: inhibitors; Q9UNA4; 390,000 tested, 1% active
#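 Pol iota at 10 nM preincubated 15 min with compounds at room temperature; reaction started with fluorescent substrate, 50 nM final. Fluorescence read kinetically at 0 and 10 min; buffer-only wells as negative control.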
# POLH inh: inhibitors of human DNA polymerase eta; Potency, µM (titrated, usually from 114 µM), without a hit: top-dose activity change, negative = inhibition, most hits filed as inhibitors; AID 588591; 390,000 tested, 1.2% active; recombinant Pol eta, fluorescent DNA replication assay; note: % is set by controls: 0 for no effect and ±100 for the full control effect
#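 Pol eta (10 nM) was preincubated with compounds for 15 min at room temperature, after which fluorescent replication substrate (50 nM final) was added to start the reaction. Fluorescence was read kinetically at 0 and 10 min.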
# APE1 inh: APE1 (human) endonuclease inhibition; recombinant APE1, TAMRA/BHQ-2 abasic DNA cleavage fluorescence; Potency, µM (top dose mostly 65.8 µM), for the others: top-dose activity change, negative = inhibition, hits mostly inhibitors; 350,000 tested, 0.35% active;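 note: plate controls were vehicle for no effect and reference inhibitor for full effect; nearly all actives have a fitted effect of over 55% in size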
#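 Substrate: short duplex with […] THF abasic site, 5'-TAMRA and 3'-BHQ-2, 50 nM final. APE1 at 0.75 nM, preincubated 15 min RT with compound. Fluorescence increase from first to third read measured activity.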
# Apoferritin bind: binds horse apoferritin like a general anesthetic. P02791. apoferritin/1-aminoanthracene competitive binding, fluorescence. Potency, µM (top dose mostly 77.5 µM), for the others: at the highest dose activity change, negative = displacement, actives largely listed as inhibitors. 350,000 tested, 0.074% active; note: % is set by controls: 0 for no effect and ±100 for the full control effect; nearly all actives have a fitted effect of over 20% in size
#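 Horse-spleen apoferritin (10 uM) was mixed with 50% saturated 1-aminoanthracene in PBS, exposed to compounds for 10 min at room temperature, and read for fluorescence (ex 380 nm, em 535 nm). Competitive displacement was fitted with a four-parameter Hill equation.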
# * marks the source's active call; other numbers are inactive results; ? = inconclusive; · = no result given; & = joins results of further samples; [ ] = another dose, or the depositor's remark. Calls come from the whole dose curve; as a rule, active = well fitted curve in the direction sought with a large enough effect; inconclusive = small, poorly fitted or top-dose-only effect, or another doubt; inactive = no such curve, though single readings can be large; an effect the other way counts as inactive or inconclusive. Potency is the fitted concentration of half-maximal effect.
SMILES,BLM inh,Pol beta inh,BAZ2B block,Pol kappa inh,G9a inh,POLI inh,POLH inh,APE1 inh,Apoferritin bind
O=C(CSc1nnc(CCc2ccccc2)n1-c1ccc(Cl)cc1)c1ccccc1,-10%,8%,-32%,-3%,11µM*,6%,-10%,1%,-19%
O=C(CSc1ccc(-c2nc3ccccc3[nH]2)cn1)Nc1ccc2c(c1)OCCO2,-15%,18µM*,2%,-5%[60.1 µM],10%[59 µM],?,-15%,-4%,-13%
COc1ccc(OC)c(/C=C2\SC(=S)N(N3CCOCC3)C2=O)c1,0%,26%,-30%,0%,?,-6%,-2%,2%,-6%
CN1CCN(/C=N/c2c(C#N)cnn2Cc2ccccc2)CC1,-4%,3%,4%,-3%,-31%[12.7 µM],10%,-2%,19%,-6%
O=C(CSc1ncc(CO)n1Cc1ccc(F)cc1)NCc1ccco1,0%,-28%,-21%,-6%[60.1 µM],-3%[59 µM],-3%,-11%,·,-12%
S=c1[nH]nc(-c2ccccc2)n1/N=C/C=C/c1ccco1,-12%,45µM*,?,-17%,1.3µM*,52%[activator],-19%,0%,-10%
NC(=O)SCC(=O)Nc1ccc(Cl)c(Cl)c1,-2%,21%,-6%,-14%,29%,?,-5%,1%,?
COc1ccccc1-n1c(-c2ccc(F)cc2)coc1=O,-1%,7%,-22%,-2%,-33%,187%[activator],-25%,-11%,-10%
Cc1cc(C)c(C)c(S(=O)(=O)NCCCn2ccnc2)c1C,-9%,9%,-38%,1%,16%,51%[activator],-19%,18%,-3%
CC(=O)c1ccc(NC(=O)C2(c3ccccc3)CC2(Cl)Cl)cc1 (stereo not drawn),-7%,1%,-14%,-5%,·,48%[activator],-10%,15%,-21%
CC(C)Cn1c(CN2C(=O)c3ccccc3C2=O)nc2ccccc2c1=O,1%,-2%,-4%,-17%,24%,2%,-1%,-2%,-21%
COc1cccc(NC(=O)CCC(=O)N2Cc3ccccc3Oc3ncccc32)c1,3%,9%,8%[57.1 µM],-6%,-11%[59 µM],-15%,-18%,·,-5%
COc1ccc(/C=C/C(=O)OCC(=O)c2ccc3c(c2)NC(=O)CO3)cc1,-1%,11%,2%,-3%,-5%,9%,-1%,0%,-3%
O=[N+]([O-])c1ccc(OCC(O)CNC2CCCC2)cc1 (stereo not drawn),0%,-1%,-22%,-9%,-12%,43%[activator],-20%,7%,-4%
c1ccc2oc(Cc3ccc(Cc4nc5ccccc5o4)cc3)nc2c1,-10%,38%,2%,-2%,-7%[59 µM],-6%,-19%,-8%,-12%
COc1cccc(CNC(=O)CSc2nnc3c(n2)[nH]c2ccccc23)c1,-3%,-16%,-23%,-1%,-6%,88%[activator],7%,77%[activator],-2%
CCCCc1nc2ccccc2n2c(-c3ccc(OC)cc3)c3c(=O)n(C)c(=O)n(C)c3c12,-15%,9%,26%,-10%,47%[activator][59 µM],15%,-22%,·,-11%
CCn1cc(C(=O)O)c(=O)c2cnc(N3CCN(C(=S)NC(=O)c4ccc(Br)cc4)CC3)nc21,1%,22%,1%,-15%,·,-19%,-3%,12%,2%
O=[N+]([O-])c1cc(Br)c(O)c(/C=N/Nc2nc3ccccc3s2)c1,-7%,30%,35µM*,3%,115%[activator],4%,-16%,1%,-8%
CCc1cccc(NC(=O)CSc2nnc(-c3cc4occc4n3C)n2-c2ccccc2C)c1,-10%,-2%,?,-15%,?,-1%,-18%,·,2%
O=C(COC(=O)COc1ccc(Cl)cc1)NC1CCCCCC1,·,·,-6%,-9%,3%[0.501 µM],52%[activator],-11%,6%,·
Cc1onc(-c2c(F)cccc2Cl)c1C(=O)ONC(=O)c1ccco1,1%,-1%,-7%,-2%,50µM*,15%,-19%,18%,3%
COc1ccc(C(=O)N/N=C/c2ccc(OC)c(OS(=O)(=O)c3ccccc3)c2)cc1,2%,11%,?,-7%,-6%[59 µM],0%,-14%,-8%,-19%
Cc1cccc(C)c1-n1ncc(C(=O)NCc2ccc3c(c2)OCO3)c1C1CCN(C(=O)OC(C)(C)C)CC1,-3%,0%,43%[activator][57.1 µM],0%,0%[59 µM],14%,-15%,·,?
O=c1[nH]c2ccccc2n2c(-c3ccccc3)nnc12,2%,40µM*,20µM*,-45%&-23%,?,?,?,?,?
CCOC(=O)c1cccc(NC(=O)c2cccnc2)c1,-5%,6%,6%,-4%,13%[59 µM],13%,-1%,-4%,-9%
COc1cc(C(=O)Nc2cc(C)nn2-c2ccccc2)cc(OC)c1OC,-2%,3%,8%,-4%,20%,-19%,-13%,-4%,-11%
CCOc1ccccc1NC(=O)c1cccc(NC2=NC3CS(=O)(=O)CC3S2)c1 (stereo not drawn),-1%,-11%,-27%,0%,30%,?,-14%,31%,0%
CN1CC(=O)Nc2ccc(Br)cc2C1=O,-13%,72%,9%,-12%,1%[2.33 µM],?,-2%,-4%,9%
Cc1cc(C)cc(NC(=S)NCCCO)c1,2%,-26%,4%,-5%,5%[59 µM],15%,-14%,0%,-5%
Cc1ccc(Cn2ccn(CC(=O)Nc3ccccc3C(F)(F)F)c(=O)c2=O)cc1,-3%,0%,-27%,-1%,-7%[59 µM],8%,-3%,·,?
CC(C)c1ccc(NC(=O)c2ccc(CN3CC(=O)N4CCCCC4C3=O)cc2)cc1 (stereo not drawn),-2%,-2%,-4%,1%,-24%[59 µM],-29%,15%,·,6%
CC(=O)c1cccc(NC(=O)c2ccccc2N(Cc2ccccc2)S(C)(=O)=O)c1,-1%,16%,?,4%,·,39%[activator],-19%,1%,9%
CCN(CC)CCNC(=O)c1ccc(CS(=O)(=O)c2ccccc2C)o1,3%,4%,-13%,-4%,9%,-22%,-9%,6%,-3%
Cc1cccc(-c2nc(SCC(=O)Nc3cc(C)on3)c3c(=O)n(C)c(=O)n(C)c3n2)c1,-9%,-2%,0%,-13%[60.1 µM],15%[59 µM],8%,·,·,-6%
Cc1cc(CNC(=O)CC2C(=O)NCCN2Cc2ccccc2C(F)(F)F)on1 (stereo not drawn),-2%,11%,-1%,2%,50µM*,0%,-12%,2%,-6%

# Marked active in BAZ2B block, among the entries above:
SMILES,BLM inh,Pol beta inh,BAZ2B block,Pol kappa inh,G9a inh,POLI inh,POLH inh,APE1 inh,Apoferritin bind
O=[N+]([O-])c1cc(Br)c(O)c(/C=N/Nc2nc3ccccc3s2)c1,-7%,30%,35µM*,3%,115%[activator],4%,-16%,1%,-8%
O=c1[nH]c2ccccc2n2c(-c3ccccc3)nnc12,2%,40µM*,20µM*,-45%&-23%,?,?,?,?,?

# Part of the list above, with the structure last:
BLM inh	Pol beta inh	BAZ2B block	Pol kappa inh	G9a inh	POLI inh	POLH inh	APE1 inh	Apoferritin bind	structure
0%	26%	-30%	0%	?	-6%	-2%	2%	-6%	COc1ccc(OC)c(/C=C2\SC(=S)N(N3CCOCC3)C2=O)c1
-4%	3%	4%	-3%	-31%[12.7 µM]	10%	-2%	19%	-6%	CN1CCN(/C=N/c2c(C#N)cnn2Cc2ccccc2)CC1
0%	-28%	-21%	-6%[60.1 µM]	-3%[59 µM]	-3%	-11%	·	-12%	O=C(CSc1ncc(CO)n1Cc1ccc(F)cc1)NCc1ccco1
-12%	45µM*	?	-17%	1.3µM*	52%[activator]	-19%	0%	-10%	S=c1[nH]nc(-c2ccccc2)n1/N=C/C=C/c1ccco1

# The listing picks up, starting two compounds before the break.
SMILES,BLM inh,Pol beta inh,BAZ2B block,Pol kappa inh,G9a inh,POLI inh,POLH inh,APE1 inh,Apoferritin bind
Cc1cccc(-c2nc(SCC(=O)Nc3cc(C)on3)c3c(=O)n(C)c(=O)n(C)c3n2)c1,-9%,-2%,0%,-13%[60.1 µM],15%[59 µM],8%,·,·,-6%
Cc1cc(CNC(=O)CC2C(=O)NCCN2Cc2ccccc2C(F)(F)F)on1 (stereo not drawn),-2%,11%,-1%,2%,50µM*,0%,-12%,2%,-6%
Cc1noc(C)c1CSCC(=O)Oc1ccc(N(C)S(=O)(=O)c2ccc(Cl)cc2)cc1,·,·,9%,4%,0%[0.501 µM],24%,-7%,4%,·
O=C(Nc1cccc(S(=O)(=O)N2CCCCCC2)c1)c1ccc2c(c1)OCO2,-12%,-8%,-27%,-1%,8%[59 µM],15%,-14%,0%,-18%
Cc1ccc(NNC(=O)c2c(F)cccc2Cl)cc1Cl,-2%,-19%,-13%,-6%,-32%,24%,-7%,-2%,-4%
COc1ccc(S(=O)(=O)N2CCCCCC2)cc1C(=O)N(C)CC(=O)Nc1ccccc1C(F)(F)F,·,·,12%,-1%,-4%[59 µM],11%,-13%,-11%,·
CCOc1ccccc1NC(=O)CSc1nc2c(oc3ccccc32)c(=O)n1-c1ccc(F)cc1,-5%,3%,-2%,-2%,6%[59 µM],25%,-19%,·,-9%
O=C(NCCN1CCOCC1)c1ccc(CS(=O)c2ccccc2Cl)o1 (stereo not drawn),0%,5%,-15%,3%,75%[activator],25%,-11%,55%,-9%
Cc1ccc(C2=NN(Cc3nnc(-c4ccccc4)o3)C(=O)SC2)cc1,-2%,37%,7%,-6%,5%,6%,-22%,12%,?
O=C(NC(=S)N1CCN(Cc2ccccc2)CC1)c1ccccc1,6%,2%,?,-7%,?,8%,-16%,0%,-17%
CC1=CC(=NOC(=O)/C=C/c2ccccc2)C=C(C)C1=O,-10%,-28%,13µM*,-3%,30%[0.501 µM],3%,3%,1%,-17%
Cc1c(NC(=O)C(C)N2CC(C)OC(C)C2)c(=O)n(-c2ccccc2)n1C (stereo not drawn),-1%,-1%,-25%,4%,?,7%,-2%,2%,-8%
C=CCn1c(=NC(=O)c2ccc(S(=O)(=O)N3CCc4ccccc4C3)cc2)sc2cc(S(N)(=O)=O)ccc21,-9%,-14%,7%,-14%,14%[59 µM],303%[activator],-7%,0%,30%[activator]

# 4 of the entries above in order of their number in POLI inh, high to low.
compound | POLI inh
Cc1noc(C)c1CSCC(=O)Oc1ccc(N(C)S(=O)(=O)c2ccc(Cl)cc2)cc1 | 24%
COc1ccc(S(=O)(=O)N2CCCCCC2)cc1C(=O)N(C)CC(=O)Nc1ccccc1C(F)(F)F | 11%
Cc1c(NC(=O)C(C)N2CC(C)OC(C)C2)c(=O)n(-c2ccccc2)n1C (stereo not drawn) | 7%
Cc1ccc(C2=NN(Cc3nnc(-c4ccccc4)o3)C(=O)SC2)cc1 | 6%

# Only part of the results is shown, so the mix of outcomes need not match the whole.
